High-throughput results deposited in PubChem by National Center for Advancing Translational Sciences (NCATS).
BRCA1 expr up = BRCA1 expression activation; Potency, µM (doses to about 46.1 µM), for inactives: at the top dose activation, hits mostly activators; 380,000 compounds, 1.1% hits; MCF7-BRCA1-FFLuc reporter, luminescence, 48 h; response scale: scaled: vehicle 0%, 10 µM genistein 100%; further: nearly all actives have a fitted effect of over 80% in size; some results filed as inactive show a strong effect at the top dose
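Quantitative HTS in MCF7 cells stably reporting BRCA1 expression via firefly luciferase. Compound treatment lasts 48 h at 37 °C in phenol-red free MEM. Activation is expressed relative to genistein at 10 microM and DMSO.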
MBNL1 CUG block = blocks human MBNL1 binding to CUG repeat RNA | AID 2675 | Q9NR56 | TR-FRET MBNL1-His/biotin-(CUG)12 binding, 665/545 ratio | 280,000 compounds, 0.036% hits | Potency, µM (series often up to 57.5 µM), without a hit: top-dose activity change, negative = inhibition, most hits filed as inhibitors; active means well fitted inhibition curve with a large enough effect in the signal ratio, with a control signal flat, not every such curve was filed as active; inconclusive means small, poorly fitted or top-dose-only effect, or effect the other way, or a change in a side signal; inactive means no such curve, though single readings can be large or run the other way; the % refers to the signal ratio; further: on the % scale 0 is the no-effect control and ±100 the full control effect
Target sequence (Q9NR56 whole entry, looked up): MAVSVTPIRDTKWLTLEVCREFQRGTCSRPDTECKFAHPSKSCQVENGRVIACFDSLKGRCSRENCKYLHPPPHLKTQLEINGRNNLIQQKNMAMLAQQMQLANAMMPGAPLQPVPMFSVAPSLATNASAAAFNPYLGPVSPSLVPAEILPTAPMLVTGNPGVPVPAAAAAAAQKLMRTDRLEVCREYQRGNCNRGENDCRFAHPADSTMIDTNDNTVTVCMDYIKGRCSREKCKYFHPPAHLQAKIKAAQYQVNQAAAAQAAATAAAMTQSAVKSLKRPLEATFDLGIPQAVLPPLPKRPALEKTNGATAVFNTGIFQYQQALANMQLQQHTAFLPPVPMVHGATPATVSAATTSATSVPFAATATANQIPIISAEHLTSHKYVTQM
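Compound titration spanned 92 nM–58 uM against the MBNL1-His/biotin-(CUG)12 complex. After 60 min at room temperature with 5 nM streptavidin-XL665 and 0.055 ng/ul terbium anti-His, ratiometric 665/545 nm emission (Ex 340 nm) normalized to controls.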
p53 reactivation = restores transcriptional activity of mutant p53. H1299 p53-A138V BP100-luciferase reporter, luminescence, 24 h. Potency, µM (titrated, usually from 92.2 µM), for the others: at the top dose activity change, positive = activation, actives largely listed as activators. 320,000 compounds, 0.063% hits; further: % of control where 0% means no effect; nearly all actives have a fitted effect of over 45% in size
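p53-null H1299 cells stably carrying temperature-sensitive p53-A138V and a BP100-luciferase reporter were pinned with compounds (4-point, 1:5 series) and held 24 hrs at 37 deg C. Luminescence was read 10 min after detection reagent.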
RORg inh = ROR gamma (mouse) transcription inhibition | Drosophila S2 Gal4-RORgamma UAS-luciferase reporter, 20 h | Potency, µM (series often up to 53.6 µM), for the others: at the highest dose activity change, negative = inhibition, usual class: inhibitors | 310,000 compounds, 5.4% hits; further: on the % scale 0 is the no-effect control and ±100 the full control effect; nearly all actives have a fitted effect of over 60% in size
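ROR gamma transcriptional activity was tracked as Gal4-UAS luciferase output in stably transfected Drosophila Schneider cells, with compound added 1 hr before 700 uM copper sulfate induction and a 20 hr ambient-temperature incubation.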
Rab9 promoter act = activators of Rab9 promoter | Potency, µM (series often up to 9.22 µM), inactives show at the top dose activation, negative = inhibition, actives largely listed as activators | 320,000 compounds, 2.8% hits | AID 485297 | Huh7 Rab9 promoter-luciferase reporter, luminescence, 24 h; further: % of control where 0% means no effect; nearly all actives have a fitted effect of over 60% in size
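Stable Rab9-luc Huh7, 1500 cells/well, 2 h settle; cmpd in DMSO, 24 h, 37 °C/5% CO2; luciferase reagent 10 min RT; luminescence.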
FLuc modulator = firefly luciferase modulation, counter-screen for miR-21 project; 360,000 compounds, 6.9% hits; P08659; AID 588342; Potency, µM (top dose mostly 57.5 µM), for inactives: at the top dose activity change, negative = inhibition, hits mostly inhibitors; purified FLuc, Km substrates, luminescence inhibition;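 further: plate controls were vehicle for no effect and reference inhibitor for full effect; nearly all actives have a fitted effect of over 55% in size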
Target sequence (P08659 whole entry, looked up): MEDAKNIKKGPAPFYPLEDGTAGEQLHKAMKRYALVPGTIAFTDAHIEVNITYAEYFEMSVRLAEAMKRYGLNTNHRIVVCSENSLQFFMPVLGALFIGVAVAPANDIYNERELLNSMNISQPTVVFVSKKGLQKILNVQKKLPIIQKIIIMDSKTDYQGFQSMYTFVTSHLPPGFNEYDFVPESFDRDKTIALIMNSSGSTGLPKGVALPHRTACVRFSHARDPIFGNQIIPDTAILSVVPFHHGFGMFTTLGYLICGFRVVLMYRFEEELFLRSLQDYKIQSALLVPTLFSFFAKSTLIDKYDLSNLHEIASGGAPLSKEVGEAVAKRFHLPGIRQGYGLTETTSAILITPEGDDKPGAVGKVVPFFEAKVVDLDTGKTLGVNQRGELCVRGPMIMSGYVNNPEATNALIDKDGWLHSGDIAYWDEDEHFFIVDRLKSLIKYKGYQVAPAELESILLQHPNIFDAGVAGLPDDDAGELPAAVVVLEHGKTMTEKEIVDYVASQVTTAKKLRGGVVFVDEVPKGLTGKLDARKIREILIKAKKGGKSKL
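Biochemical qHTS of compounds, final roughly 60 µM downward over six points, against 10 nM purified firefly luciferase using Km concentrations of substrates (10 uM D-luciferin, 10 uM ATP) in Tris acetate pH 7.5 buffer; luminescence output.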
VP16 counter = counter-screen for ROR gamma inhibitors: Gal4-VP16 reporter; Drosophila S2 Gal4-VP16 UAS-luciferase, luminescence, 20 h; Potency, µM (series often up to 53.6 µM), without a hit: at the highest dose activity, negative = inhibition, most hits filed as inhibitors; 310,000 compounds, 3.5% hits; AID 2546;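 further: Gal4-VP16 expression switched on by copper sulfate through the metallothionein promoter; on the % scale 0 is the no-effect control and ±100 the full control effect; nearly all actives have a fitted effect of over 50% in size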
NPC1 promoter act = activators of NPC1 promoter | Huh7 NPC1 promoter luciferase reporter, 24 h | Potency, µM (top dose mostly 9.22 µM), inactives show top-dose activation, hits mostly activators | 320,000 compounds, 2.4% hits;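 further: % of control where 0% means no effect; nearly all actives have a fitted effect of over 60% in size; reporter is driven by a mutant NPC1 promoter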
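Quantitative HTS used a cell-based reporter: Huh7 cells stably bearing the NPC1 promoter upstream of luciferase were treated with compounds for 24 h, and promoter activation was read as luminescence.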
ELG1 genotoxic = induces genotoxicity in HEK293T cells with luciferase-tagged ELG1. HEK293T ELG1-luciferase reporter, luminescence, 16 h. Potency, µM (doses to about 46 µM), for inactives: at the highest dose activity change, positive = activation, hits mostly activators. 330,000 compounds, 1.3% hits; further: % of control where 0% means no effect; nearly all actives have a fitted effect of over 60% in size
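Cells (2,000/well) expressing the ELG1-luciferase fusion are dosed by pin tool and kept 16 hr at 37 °C, 5% CO2. Signal comes from ONE-Glo luciferase reagent after 30 min at room temperature.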
uPA generation = inhibitors of cell surface uPA generation; cell surface uPA generation assay, qHTS; Potency, µM (highest dose often 38.3 µM), without a hit: at the top dose activity change, negative = inhibition, actives largely listed as inhibitors; 330,000 compounds, 0.31% hits; AID 540303; active means well fitted inhibition curve with a large enough effect; inconclusive means small, poorly fitted or top-dose-only effect; inactive means no such curve, though single readings can be large or run the other way; tested in mouse RAW 264.7 cells; further: on the % scale 0 is the no-effect control and ±100 the full control effect; nearly all actives have a fitted effect of over 55% in size
The depositor's hits bear a star; ? = inconclusive; nt = not tested or not shown; & = joins results of further samples; [ ] = another dose, or the depositor's remark. Unless noted, the call rests on the fitted dose curve; in most records, active means well fitted curve in the direction sought with a large enough effect; inconclusive means small, poorly fitted or top-dose-only effect, or another doubt; inactive means no such curve, though single readings can be large; an effect the other way counts as inactive or inconclusive. Potency means the concentration at half of the fitted maximal effect.

canonical_smiles | BRCA1 expr up | MBNL1 CUG block | p53 reactivation | RORg inh | Rab9 promoter act | FLuc modulator | VP16 counter | NPC1 promoter act | ELG1 genotoxic | uPA generation
O=C(CCCOc1ccc(Cl)cc1Cl)N/N=C/c1ccc(Cl)cc1 | -39% | -6% | 6% | -41% | -1% | -5% | ? | 2% | 0% | 4%
CCOc1ccc(C2C(C#N)=C(N)SC(N)=C2C#N)c(OCC)c1 | -20% | 46%[activator] | 0% | 13µM* | 15% | -1% | ? | -2% | 2% | -3%
CCCNc1c(NS(=O)(=O)c2ccc(OC)c(OC)c2)c(=O)oc2ccccc12 | -24% | -1% | -4% | 3% | -7% | 2% | 0% | -5% | -4% | -1%
Cc1ccc2c(c1)N(CC(=O)N1CCCC1)C(=O)CO2 | 0% | -7% | nt | 2% | -2% | -1% | 7% | -3% | -3% | -2%
COc1ccc(-c2cc(C(F)F)n3ncc(C(=O)Nc4c(C)n(C)n(-c5ccccc5)c4=O)c3n2)cc1 | 2% | ? | 0% | 1% | -13% | -2% | 4% | -6% | -10% | 4%
COc1ccc(/C=C2\SC(=S)N(CCC(=O)Nc3cccc(O)c3)C2=O)cc1 | -46% | -3% | 15% | ? | -6% | ? | -25% | 17% | ? | 1%
Cc1ccc(S(=O)(=O)NC(=O)c2ccc(F)cc2)c(C)c1 | -1% | -6% | -8% | -2% | 3% | -2% | -5% | 1% | 2% | 7%
COc1cccc(C=Nc2cccnc2)c1O | nt | 3% | 9% | ? | 5% | 0% | 3% | 2% | -2% | nt
CCOCCCNC(=O)C(c1ccc(Cl)cc1)N(Cc1cccs1)C(=O)CNC(C)=O (stereo unspecified) | 8% | -18% | 3% | -1% | 1% | -5% | -5% | -4% | 0% | 0%
O=C(Nc1ccc2c(c1)OCCO2)C1CC(O)CN1C(=O)Nc1ccccc1 (stereo unspecified) | -4% | -1% | -3% | -2% | -1% | -2% | -8% | 0% | -1% | 5%
Cc1cccc2c1c1ccc3c(c1n2C)C(=O)C=CC3=O | -22% | -3% | -11% | 27% | -35%[inhibitor] | -20% | -10% | -15% | 16% | ?
Cc1cccc(N2C(=O)C(O)=C(C(=O)c3cccs3)C2c2ccccc2)n1 (stereo unspecified) | -6% | 15% | 0% | -21% | -4% | -2% | -3% | 1% | -6% | -5%
COc1ccccc1-n1nnnc1SCc1ccccc1 | -16% | 1% | -16% | -27% | -4% | -3% | 14% | 0% | -1% | -1%
CC(C)(C)N(Cc1ccccc1)C(=O)COC(=O)CSc1ccc([N+](=O)[O-])cc1 | 3% | nt | -2% | nt | 2% | -1% | nt | 0% | -1% | -1%
COc1cccc(C(=O)Nc2ccncc2)c1 | nt | 12% | 2% | ? | 3% | -8% | -2% | -2% | -5% | nt
Cc1n[nH]c(=S)n1/N=C/c1ccccc1OCc1ccc(Cl)cc1Cl | -51% | -7% | 13% | 2.8µM* | -4% | 3% | 7.1µM* | 0% | ? | 1%
COc1ccc(C(=O)CN2C(=O)C(C)(C)Oc3ccc(C(=O)N4CCCCCC4)cc32)cc1 | -30% | 0% | -12% | 20% | -5% | 3% | 1% | 1% | 3% | 2%
COC(=O)c1cn(NC(=O)/C=C/c2ccc(OC)c(OC)c2)c(=O)c2ccccc12 | -14% | -2% | -5% | -9% | -5% | 0% | -5% | 0% | 12% | 7%
CSc1nc2ccc(S(=O)(=O)N3CCCC3)cc2s1 | 4% | 2% | -5% | 2% | -3% | 5% | 17% | -5% | -6% | nt
NC(=O)Cn1cc(C(=O)c2cccs2)c2ccccc21 | -30% | 0% | -2% | -12% | -3% | -15% | 8% | -2% | 7% | 5%
COc1cc(O)c(C(CC(=O)N2CCCC2)c2ccc3c(c2)OCO3)c(OC)c1 (stereo unspecified) | 3% | -11% | -4% | 7%&-14% | -2% | -1% | 1%&-19% | 2% | 1% | 15%
CCOC(=O)CCc1c(C)nc(-n2[nH]c(C)c(CCO)c2=O)[nH]c1=O | 0% | 3% | -2% | -35% | 6% | -2% | 5% | 1% | -1% | -3%
Clc1cccc(Cl)c1-c1nnc2ccc(N3CCOCC3)nn12 | -60% | 5% | -11% | -17% | -5% | -1% | 14% | -3% | -2% | ?
Cc1ccc(NC(=O)C2CCCN(S(=O)(=O)c3cnc[nH]3)C2)c(Br)c1 (stereo unspecified) | 21% | -3% | 1% | 21% | -3% | -9% | 3% | 2% | 9% | 5%
Cc1ccnc(SC2CC(=O)N(c3ccc(Cl)cc3)C2=O)n1 (stereo unspecified) | 11% | 2% | nt | ? | 1% | 0% | ? | -2% | 1% | -14%
CC(=O)c1ccccc1OCc1ccc(S(=O)(=O)Cc2ccccc2)cc1 | 0% | 6% | nt | 14%[1.91 µM] | -9% | -12% | ? | -4% | -10% | -39%
CCOC(=O)c1csc(NC(=O)CSc2nnc(C3CC3)n2C)n1 | 19% | -2% | 13% | -19% | 6% | 3% | 13% | 5% | 1% | 8%
O=C(c1cc(C2CC2)nn1-c1ccccc1)N1CCN(S(=O)(=O)c2ccccc2)CC1 | -38% | nt | 9% | nt | 4% | -2% | nt | -5% | -8% | -18%
CC1CCN(C(=O)C2Cc3ccccc3CN2S(=O)(=O)c2ccc(F)cc2)CC1 (stereo unspecified) | 6% | 1% | ? | ? | 1% | 1% | 14% | 0% | 0% | 1%
CCOc1ccccc1OCCOc1ccccc1OC(C)C | -18% | -1% | -2% | 4% | 0% | 8% | -4% | -3% | -6% | 0%
O=C(NCc1cccnc1)C(=O)Nc1nc(-c2ccccc2)cs1 | 1% | 7% | 12% | 11% | ? | ? | 4% | 26% | ? | 3%
COc1ccc(N2CCN(c3nccs3)CC2)cc1 | 11µM* | 0% | ? | -4% | ? | ? | -10% | ? | ? | -2%
COc1ccc(/C=C(\C#N)C(=O)NC(C)c2ccccc2)cc1O (stereo unspecified) | -54% | 12% | -1% | 13% | -1% | -12% | -2% | -2% | -8% | 1%
NC(=O)CSc1nnc(-c2cccnc2)n1Cc1ccccc1 | -3% | 9% | 6% | 27% | -2% | -1% | -4% | -1% | -3% | 8%
CC(C)CN1C=C2C(=O)C(C)(OC(=O)C3CCCC3)C(=O)C=C2C=C1c1ccsc1 (stereo unspecified) | 1% | ? | -2% | 4% | -2% | 6% | -6% | -4% | 0% | 20%
CCN(CC(=O)Nc1ccc(NC(C)=O)cc1)C(=O)c1cc(C)on1 | 10% | nt | 7% | nt | 1% | 6% | nt | -1% | -5% | 1%
Cc1cc(C)n(-c2ccc(C(=O)O)cc2)n1 | 1% | -14% | -6% | -1% | -8% | 3% | -2% | 0% | -1% | -2%
COCCn1c(=O)sc2ccccc2c1=O | 0% | 0% | 7% | 1% | 3% | -2% | 5% | -3% | 3% | 3%
CN(CCC#N)C(=O)COC(=O)/C=C/c1ccc2c(c1)OCO2 | -16% | ? | 5% | 7% | 17% | 1% | -33% | 8% | 5% | -1%
Cc1ccc(S(=O)(=O)NCCN=C(CN2CCCC2)NS(=O)(=O)c2ccc(C)cc2)cc1 | -21% | -7% | -11% | 30% | -13% | 13% | 1% | -4% | -1% | nt
O=C(NC(=S)Nc1nc(-c2ccc(Br)cc2)cs1)c1ccco1 | -5% | 3% | 3% | 2.8µM* | -3% | -2% | 8% | -2% | -7% | 5%
COc1ccc(Nc2ncnc3ccc(Br)cc23)cc1OC | -41% | 6% | -8% | 21% | -6% | ? | 0% | 4% | -12% | 3%
CC(=O)Nc1ccc(S(=O)(=O)NCCC(=O)NNC(=O)c2ccccc2O)cc1 | -4% | nt | 1% | nt | 0% | -1% | nt | 5% | 1% | 2%
CC(C/C=N/NC(=O)COc1cc(Cl)ccc1Cl)c1ccccc1 (stereo unspecified) | -1% | -2% | 2% | ? | 4% | 4% | -12% | -2% | 1% | 0%
O=C(O)c1ccc(NC(=O)C2CCCCC2)cc1 | 4% | ? | 8% | -36% | -3% | 3% | 1% | -2% | -4% | 2%
COCC(C)n1c(C)cc(C(=O)COC(=O)c2n[nH]c3ccccc23)c1C (stereo unspecified) | ? | 1% | ? | -42% | 0.63µM* | 3µM* | -18% | 1µM* | ? | -6%
COc1ccc(C(=O)CC2SC(N)=NC2=O)cc1 (stereo unspecified) | 0% | -2% | 3% | 13% | -6% | -11% | -6% | 5% | 5% | 3%
COc1cc2c(cc1OC)C(C)N(C(=O)c1cccc([N+](=O)[O-])c1)CC2 (stereo unspecified) | 9% | ? | 17% | ? | -3% | 0% | -7% | 1% | -9% | -4%
Cc1ccc(NC(=O)CSCC(=O)N2CCN(c3cccc(C(F)(F)F)c3)CC2)cc1 | -17% | nt | 4% | nt | -3% | 4% | nt | 9% | -1% | -3%
N#Cc1cnc(Oc2ccc(Cl)cc2)nc1N | 71% | 4% | ? | 31% | 6% | 1% | -9% | 6% | 8% | 9%
